yeast bub3 = NCI yeast anticancer drug screen, S. cerevisiae bub3 mutant strain | growth inhibition, % at 50 µM | AID 167 | 9.9% of 78,000 active;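 note: 0% = growth of vehicle-only cultures of the same strain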
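Compounds were applied to a genetically altered yeast strain carrying a cell-cycle control defect. Growth inhibition was scored against vehicle-treated controls.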
yeast rad50 = NCI yeast anticancer drug screen, S. cerevisiae rad50 strain; AID 155; 10% of 79,000 active; % growth inhibition at 50 µM;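 note: 0% = growth of vehicle-only cultures of the same strain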
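A DNA repair-deficient yeast mutant serves as the test organism; compound-induced growth inhibition is calculated against vehicle-treated cells.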
sgs1 mgt1 = NCI yeast anticancer drug screen, S. cerevisiae sgs1 mgt1 strain; AID 161; % growth inhibition at 50 µM; 10% of 78,000 active;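 note: 0% = growth of vehicle-only cultures of the same strain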
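Percent growth inhibition was derived by comparing compound-exposed mutant yeast with vehicle-exposed cultures. The strain carries alterations in DNA damage repair.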
cln2 rad14 = NCI yeast anticancer drug screen, S. cerevisiae cln2 rad14 strain; % growth inhibition at 50 µM; 8.3% of 78,000 active; AID 165;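 note: 0% = growth of vehicle-only cultures of the same strain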
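Growth inhibition, relative to vehicle-treated controls, is the read-out. The test organism is a yeast strain with defined genetic alterations, cln2 rad14.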
mec2-1 = NCI yeast anticancer drug screen, S. cerevisiae mec2-1 strain; growth inhibition, % at 50 µM; 9% of 79,000 active;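 note: 0% = growth of vehicle-only cultures of the same strain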
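Mutant yeast (mec2-1) grown with compound; growth inhibition relative to vehicle control reported.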
mlh1 rad18 = NCI yeast anticancer drug screen, S. cerevisiae mlh1 rad18 strain; AID 175; 11% of 79,000 active; growth inhibition, % at 50 µM;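 note: 0% = growth of vehicle-only cultures of the same strain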
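Yeast w/ defined DNA-repair lesions; compound exposure; growth vs vehicle controls → % inhibition.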
* hit, by the source's call; . = not tested or not shown; & = joins results of further samples. Cut-off read from the data, not from the text of the source: active = growth inhibition above about 70%; inactive = the rest.

SMILES	yeast bub3	yeast rad50	sgs1 mgt1	cln2 rad14	mec2-1	mlh1 rad18
Cc1nccn1C(C)c1ccccc1 (stereo not given)	0	-10	-16	-95	-20	-25
O=[N+]([O-])c1ccc2c(c1)OC(c1ccccc1)O2 (stereo not given)	-10	-9	-6	-8	-5	10
O=C1CCC2=C(N1)C(=O)C=CC2=O	-8	2	-13	-32	13	11
N#C/C(=C\c1cccc(Cl)c1)C(=O)c1ccccc1	0	1	-1	13	11	33
CCC(=O)C(C(=O)CC)c1c(OC(=O)c2ccccc2)ccc(O)c1C(=O)OC	43	31	71*	-7	48	67
O=S(=O)(Nc1ccc(N(c2c(Cl)c(Cl)c(NS(=O)(=O)c3ccccc3)c(Cl)c2Cl)S(=O)(=O)c2ccccc2)cc1)c1ccccc1	-4	-5	-16	-6	14	6
CCN(CC)c1ccc(NC(C)=O)c(C)c1	18	-16	10	-16	21	3
CC(C)N1CCN(c2ccncc2S(=O)(=O)N2CCCCC2)CC1	-22	-14	-12	-6	-23	-30
CCCCCCOc1ccccc1CO	-8	15	-2	2	11	11
COc1cc2c(cc1OC)C(=O)Cc1ccc3c(c1CNCC2)OCO3	-4	-16	-10	20	-8	-12
CCC1=CCN2CCC34c5cc(C6(C(=O)OC)CC7CC(CC)CN(CCc8c6[nH]c6ccccc86)C7)c(OC)cc5N(C)C3C(O)(C(=O)OC)C(OC(C)=O)C1C24 (stereo not given)	-2	0	-4	4	9	11
O=C(Nc1nncs1)c1ccncc1	-29	-15	-13	7	-6	-46
O=C(NN=C1CCCCC1)c1ccc([N+](=O)[O-])cc1	-3	0	11	37	0	20
CC(=O)OC/C(=C/C#N)C1CCC2C3CC=C4CC(OC(C)=O)CCC4(C)C3CCC12C (stereo not given)	-2	16	-4	-13	-1	9
Cc1ccc(S(=O)(=O)OCC2CC=CCC2COS(=O)(=O)c2ccc(C)cc2)cc1 (stereo not given)	6	5	-10	-15	-8	29
C#CC(C)(C)Nc1ccccc1	-5	-11	-7	-6	3	5
CC(=O)ON(C(C)=O)c1ccc(C(=O)OC2(C)CC(C)(C)[N+]([O-])=N2)cc1 (stereo not given) (tested in a mixture with another compound)	-11	-5	-2	-20	-7	9
Cc1ccccc1CC(N)C(=O)O (stereo not given)	9	3	3	-15	11	2
CCCOc1cc2c(cc1C(C)(C)c1ccccc1)OCO2	-4	-17	-13	-28	-19	-15
COc1ccc2c(c1)CN1C(CCC3c4ccccc4NC31)C2 (stereo not given)	62	88*	87*	51	72*	90*
O=C(Cn1ccc[n+]1Cc1ccccc1)c1ccccc1	-4	-5	19	-10	32	-3
O=C(O)CSCc1cc2c3ccccc3sc2c2ccccc12	97*	98*	93*	98*	97*	99*
COc1ccc2cc(CN3CCC(C4CCNCC4)CC3)ccc2c1	21	16	2	15	-5	86*
COC(CCC1CO1)OC (stereo not given)	2	-16	-20	7	4	-28
O=c1[nH]cc(C(O)c2ccc(F)cc2)c(=O)[nH]1 (stereo not given)	-2	-8	-4	-11	-17	-17
CCNc1ccccc1	-28	-5	-3	-51	-14	-8
CSc1nccc(NN=C2CCCCC2)n1	19	-12	-11	-12	29	-4
CCCC(CCC)=C1C(=O)N=C(N)NC1=O	-7	-6	-3	-9	5	-16
CC1CC(=O)C2CC1C2(C)C (stereo not given)	14&6	27&18	12&-2	12&-1	0&-9	24&-6
CCOC(=O)C(/C=N/C(N)=O)=C(\C)O	1	8	3	8	7	10
CNc1nc(N(C)C)nc(N(C)C)n1	27	25	16	29	17	27
C=C1CCCCCCCCC/C=C/1SCCCSC	-19	6	-32	-18	26	-20
[Cl][Pt+2][Cl].[NH-]c1ccc(CC(=O)O)cc1[NH-]	-11	48	23	40	7	-4
Cc1ccc(S(=O)(=O)N/N=C/c2ccsc2)cc1	23	21	28	19	13	33
Cc1c(C)c(Br)c(C)c(C)c1Br	-6	-7	4	10	-18	-17
CC(=O)N1CCC(Cc2ccccc2)CC1	22	2	11	57	18	25
COc1ccccc1/C=C(\C)C(=O)O	-11	11	-6	0	-15	-16
COc1cccc2c1C(=O)c1c(O)c3c(c(O)c1C2=O)C[C@@](O)(/C(C)=N\NC(=O)CCC(N)C(=O)O)C[C@@H]3OC1CC(N)C(O)C(C)O1 (stereo not given in full) (tested in a mixture with another compound)	-26	-31	1	-6	-58	-47
COC(=O)C1CCC(=O)N1Cc1csc(-c2ccccc2)n1 (stereo not given)	-15	-12	-7	-25	-7	-12
[Cl][Ce]([Cl])[Cl]	24	28	25	16	14	16

By substructure, the compounds so far containing a cyano group (2)
SMILES	yeast bub3	yeast rad50	sgs1 mgt1	cln2 rad14	mec2-1	mlh1 rad18
N#C/C(=C\c1cccc(Cl)c1)C(=O)c1ccccc1	0	1	-1	13	11	33
CC(=O)OC/C(=C/C#N)C1CCC2C3CC=C4CC(OC(C)=O)CCC4(C)C3CCC12C (stereo not given)	-2	16	-4	-13	-1	9

Later entries:
SMILES	yeast bub3	yeast rad50	sgs1 mgt1	cln2 rad14	mec2-1	mlh1 rad18
CCN(CC)C1=C(c2ccccc2)C(=O)C1(C#N)C(C)(C)C (stereo not given)	-8	0	-2	5	2	3
O=C(NCC#CCO)C(F)(F)F	11	-1	12	48	13	45
[O-][n+]1cc(SCc2ccccc2)ncc1SCc1ccccc1	-8	-31	-55	-50	-30	-55
CC1=C(Br)C(=O)C(C(C)C)=CC1=O	4	-38	-7	-5	-21	1
CCCCCCCCCCCCCCCCOc1cccc(C=O)c1	.	-16	.	.	-30	-15
CC(=O)Nc1ccc2ncccc2c1[N+](=O)[O-]	1	15	-1	38	31	16
Nc1cc([N+](=O)[O-])ccc1I	6	5	-1	-31	-13	7
C[n+]1cccc2cccc(N)c21	16	22	11	-6	0	6
CCC1CCCC1=O (stereo not given)	10	-9	-10	9	-10	-9
CCOC(=O)c1ccc(N=C2Sc3nc4ccccc4n3C2=Nc2ccc(C(=O)OCC)cc2)cc1	-19	-22	6	8	-1	5
O=Cc1cccc([N+](=O)[O-])c1	10	9	12	30	-7	-17
CCOC(=O)NC(=O)c1cn(CCCOC(=O)NCCCCCCNC(=O)OCCCn2cc(C(=O)NC(=O)OCC)c(=O)[nH]c2=O)c(=O)[nH]c1=O	-66	34	-17	-10	4	-3
COC(=O)/C(C)=C/C=C/C(OC)C(OC(N)=O)/C(C)=C/C(C)C(O)C(CC(C)CC1=C(N)C(=O)C=C(N)C1=O)OC (stereo not given)	6	9	-7	47	10	-18
CN(C)CCN(C)N=Nc1c(-c2cccs2)n[nH]c1C(F)(F)F	100*	99*	100*	99*	100*	99*
COc1ccc(COC(=O)Nc2ccccc2F)c(OC)c1OC	27	3	31	-4	-10	17
CC1=NN(C(=O)c2ccccc2O)C(=O)/C1=C/c1ccc([N+](=O)[O-])cc1	1	10	-20	-10	-43	2
O=[N+]([O-])c1ccccc1SCl	2	12	5	-22	6	7
Cn1cc(C(C)(C(=O)O)c2cn(C)c3ccccc23)c2ccccc21	-3	12	12	7	-3	14
N#CC(C#N)=C1CCC(CC2CCCCC2)CC1 (stereo not given)	98*	99*	98*	98*	99*	98*
CC1(O)Cc2c(O)c3c(c(O)c2CC1O)C(=O)C=CC3=O (stereo not given)	24	72*	26	15	69	.

Compounds listed so far that have bromine, in the order listed:
SMILES	yeast bub3	yeast rad50	sgs1 mgt1	cln2 rad14	mec2-1	mlh1 rad18
Cc1c(C)c(Br)c(C)c(C)c1Br	-6	-7	4	10	-18	-17
CC1=C(Br)C(=O)C(C(C)C)=CC1=O	4	-38	-7	-5	-21	1

Later entries.
SMILES	yeast bub3	yeast rad50	sgs1 mgt1	cln2 rad14	mec2-1	mlh1 rad18
C=CCC(C)(C)C(=O)NCc1ccccc1	4	-3	-10	-4	-7	-13
Cc1cccc(C(=O)c2ccccc2Cc2cccc3ccccc23)c1C	10	5	7	-6	-7	-16
O=C(N/N=C\C(F)(F)F)c1ccncc1	2	1	5	-25	-11	24
CC(=O)Nc1nccnc1C(N)=O	8	13	1	4	5	1
CC1=C/C(=N/O)CC(C)(C)C1	-9	9	4	5	12	8
COC(=O)CCC(=O)c1ccc2c(c1)CC1(Cc3ccccc3C1)C2	41	14	15	18	4	12
O=C(Cn1c(=O)oc2ccc(C(=O)c3ccc(F)cc3)cc21)c1ccc([N+](=O)[O-])cc1	-22	-14	-16	-25	-36	-15
CS(=O)(=O)ON1C(=O)c2ccccc2C1=O	-3	10	-4	6	-52	-10
O=C(Nc1cccnc1)c1ccc(CSc2ccc(Cl)cc2)o1	92*	91*	94*	91*	92*	92*
c1ccc2c(c1)CCN2CCN1CCc2ccccc21	40	9	20	-8	-12	12
OC(CC(O)(C(F)(F)F)C(F)(F)F)c1cccs1 (stereo not given)	-5	-2	5	51	14	13
CCCCCCCCN(CCCCCCCC)CC(O)c1cc(Cl)c(Cl)c(Cl)c1 (stereo not given)	19	24	47	54	12	33
OC(c1ccccc1)c1c(-c2ccccc2)[nH]c(-c2ccccc2)c1C(O)c1ccccc1 (stereo not given)	-23	1	-6	22	15	-7
O=C(O)c1ccc(C(=O)c2ccccc2C(=O)O)cc1C(=O)O	-23	-9	-44	43	5	-25
O=C1C2C(C(=O)N1c1ccccc1)C1([N+](=O)[O-])C=C3c4ccccc4N(C(=O)c4ccccc4)C32C2C(=O)N(c3ccccc3)C(=O)C21 (stereo not given)	-6	-25	-15	36	13	-5
O=C1OC(=O)C2C3CCC(C3=C3CCCCC3)C12 (stereo not given)	11	35	40	-9	28	37
O=[N+]([O-])c1ccc(-c2nc3ccc(F)cc3[nH]2)o1	100*	100*	100*	98*	100*	100*
Cc1ccc(Cc2nn(C)c(=O)n2N)cc1	-13	-7	19	-3	-2	-19
COC(=O)c1ccc(SCCC(C)=O)cc1	26	-8	-12	10	5	1
CCNC(=S)NNC(=O)C12CC3CC(CC(C3)C1)C2	15	-9	-20	-11	-13	-2

Two compounds picked at random from the list so far:
SMILES	yeast bub3	yeast rad50	sgs1 mgt1	cln2 rad14	mec2-1	mlh1 rad18
CC(=O)Nc1nccnc1C(N)=O	8	13	1	4	5	1
OC(c1ccccc1)c1c(-c2ccccc2)[nH]c(-c2ccccc2)c1C(O)c1ccccc1 (stereo not given)	-23	1	-6	22	15	-7

Additional entries follow:
SMILES	yeast bub3	yeast rad50	sgs1 mgt1	cln2 rad14	mec2-1	mlh1 rad18
C/C(=N\N=C(/C)c1ccc(O)cc1)c1ccc(O)cc1	5	6	7	11	-11	-8
CC(=O)OC(c1ccccc1)c1ccccc1	-7	-4	15	-4	2	-23
CCC(C)(C)c1ccc(Oc2ccccc2)c(N)c1	92*	90*	93*	92*	93*	91*
O=C1CC(C(=O)O)CC(=O)CC(C(=O)O)C1 (stereo not given)	15	-1	-11	-33	-13	19
CC(NC(=O)OCc1ccccc1)C(=O)NC(Cc1ccccc1)C(=O)OCc1ccccc1 (stereo not given)	-4	-18	22	37	-5	6
O=C1/C(=C/c2ccc(O)cc2)CCC1CNc1ccc(Cl)cc1 (stereo not given)	6	15	-3	18	13	40
CC(=O)C1(C)OP(=O)(O)OC1(C)C(C)=O (stereo not given)	4	0	12	52	1	12
OCC1OC(O)CC1O (stereo not given)	-6	-15	-4	9	-10	0
O=C1CCCNn2c(nc3ncccc3c2=O)N1	10	17	9	-21	37	-41
Clc1ccc([O][In]([O]c2ccc(Cl)cn2)[O]c2ccc(Cl)cn2)nc1	48	68	56	39	72*	54
C=C1C(=O)OC2C3C(C)=CC(=O)C3=C(C)CC[C@@H]12 (stereo not given in full)	5	26	41	8	10	38
COc1cc(/C=N\Nc2ccccc2)ccc1OC(=O)c1ccccc1	12	25	41	24	9	18
CN(C)c1nnnn1-c1ccccc1	10	5	12	-22	5	0
CCn1c2ccccc2c2ccccc21	-8	27	-10	14	-6	17
CCOC(=O)c1ccc(NC(=O)O/N=C(/Cl)C(C)C)cc1	77*	55	82*	63	86*	69
CC(C)c1cccc(C(C)C)c1NC(=O)/C(Cc1nc2ccc(Cl)cc2[nH]c1=O)=N\NC(=O)C[N+](C)(C)C	27	18	-12	26	16	23
C=CC(CO)N(CC)CC (stereo not given)	2	10	7	13	9	11
O=C1OC(/C=C/c2ccccc2)=NC/1=C\c1ccccc1	10	23	21	26	9	0
CC(NC(=O)C(N)CC(=O)O)NC(=O)N1CCCC1 (stereo not given)	-16	-19	-39	-5	-29	-14
O=C1c2ccccc2C(=O)N1CCc1ccccc1	17	-12	-7	-36	7	14

Part of the list above in order of SMILES length, highest first:
SMILES	yeast bub3	yeast rad50	sgs1 mgt1	cln2 rad14	mec2-1	mlh1 rad18
O=C1/C(=C/c2ccc(O)cc2)CCC1CNc1ccc(Cl)cc1 (stereo not given)	6	15	-3	18	13	40
CCOC(=O)c1ccc(NC(=O)O/N=C(/Cl)C(C)C)cc1	77*	55	82*	63	86*	69
O=C1OC(/C=C/c2ccccc2)=NC/1=C\c1ccccc1	10	23	21	26	9	0

From PubChem BioAssay

This is a random part of the collection; overall some 14% were active at least once.
